High-throughput results deposited in PubChem BioAssay by NMMLSC.
RGS4-Gao reg: human RGS4-Galphao interaction regulation; AID 1415; 220,000 compounds, 0.33% hits; binding response (% of control), % at 10 µM; P09471; Multiplexed bead flow cytometry, RGS4-Galphao binding; actives lie on both sides; in the data active = binding response below about 49% or above about 150%; inactive = in between;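 note: fluorescent Galphao activated with aluminum fluoride binding bead-coupled RGS4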
Bim-Bcl-XL: disrupts Bim peptide binding to human Bcl-XL | inhibition, % at 10 µM | Q07817 | 190,000 compounds, 0.04% hits | bead flow cytometry, fluorescence
Target sequence (Q07817 whole entry, looked up): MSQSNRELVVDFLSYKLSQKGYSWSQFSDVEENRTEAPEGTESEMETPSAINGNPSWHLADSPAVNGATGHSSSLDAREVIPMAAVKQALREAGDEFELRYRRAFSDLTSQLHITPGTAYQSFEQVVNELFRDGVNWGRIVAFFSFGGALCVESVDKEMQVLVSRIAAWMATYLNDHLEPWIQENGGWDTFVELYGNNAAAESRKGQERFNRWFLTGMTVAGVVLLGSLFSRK
ABCG2 inh: inhibitors of human ABCG2 transporter, ABCB1 counter-screen | Q9UNQ0 | IgMXP3 cells, JC-1 efflux, flow cytometry | inhibition, % at 6.6 µM | 190,000 compounds, 0.1% hits;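 active = inhibition above 80%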;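 note: 0% = DMSO and 100% = nicardipine control wells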
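Measure – % inhibition of efflux relative to nicardipine and DMSO · Test system – ABCG2 IgMXP3 and barcoded ABCB1 CCRF-Adr cell mix · Control set – nicardipine as high control, DMSO as low control · Compound – one concentration, 6.6 µM final · Signal – flow cytometry of retained JC-1 fluorescence · Timing – 10 min exposure at 25 °C with rotation, no wash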
Bfl-1 Bim block: disrupts Bim binding to human Bfl-1; Q16548; Bead-based flow cytometry, Bim-Bfl-1 binding inhibition; inhibition, % at 10 µM; 190,000 compounds, 0.12% hits;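 note: 0% = wells without compound plus tracer and 100% = blocker peptide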
Bim-Bcl-B: inhibitors of Bim-Bcl-B interaction, human | bead-based flow cytometry, Bim peptide-Bcl-B binding | Q9HD36 | 190,000 compounds, 0.073% hits | AID 951 | inhibition, % at 10 µM;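 note: 0% = tracer peptide without compound and 100% = reference inhibitor peptide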
Target sequence (Q9HD36 whole entry, looked up): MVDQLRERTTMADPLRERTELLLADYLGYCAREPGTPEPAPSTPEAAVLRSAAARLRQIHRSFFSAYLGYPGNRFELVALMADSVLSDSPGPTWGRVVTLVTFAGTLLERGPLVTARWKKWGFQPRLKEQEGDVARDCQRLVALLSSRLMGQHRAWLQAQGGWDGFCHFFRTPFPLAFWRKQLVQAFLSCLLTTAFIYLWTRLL
GSH bead fluor: compound fluoresces at 488/530 nm on GSH beads. GSH beads flow cytometry, compound fluorescence 488/530 nm; hits give high values. fluorescence (KMESF) at 10 µM. 190,000 compounds, 0.25% hits. AID 1776; in the data active = fluorescence above about 89;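 note: glutathione beads carrying GST-tagged Bcl family fusion proteins plus one bare bead set; values are compound well signal with DMSO vehicle wells as background; inactives centre near 16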
ABCB1 inh: blocks JC-1 efflux by human ABCB1 transporter. 190,000 compounds, 0.067% hits. inhibition, % at 6.6 µM. CCRF-Adr cells, flow cytometry; in the data active = inhibition above about 40%;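 note: 0% = vehicle and 100% = reference inhibitor; higher value means more JC-1 retained so stronger ABCB1 efflux block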
RGS7-Gao: regulators of human RGS7-Galphao interaction. P09471. Multiplexed bead flow cytometry, RGS7-Galphao binding; actives lie on both sides. binding response (% of control), % at 10 µM. 220,000 compounds, 0.35% hits. AID 1439; in the data active = binding response below about 49% or above about 150%; inconclusive = no clear call, values can overlap the other calls; inactive = in between;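 note: fluorescent Galphao held in activated GDP-AlF4 state binding bead-coupled RGS7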
Bim-Bcl-2: disrupts Bim peptide binding to human Bcl-2 | 190,000 compounds, 0.06% hits | Bead-based flow cytometry, Bim peptide-Bcl-2 binding | inhibition, % at 10 µM | AID 950 | P10415; in the data active = inhibition above about 40%; inconclusive = no clear call, values can overlap the other calls;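 note: 0% = no compound wells with probe peptide and 100% = reference peptide inhibitor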
Target sequence (P10415 whole entry, looked up): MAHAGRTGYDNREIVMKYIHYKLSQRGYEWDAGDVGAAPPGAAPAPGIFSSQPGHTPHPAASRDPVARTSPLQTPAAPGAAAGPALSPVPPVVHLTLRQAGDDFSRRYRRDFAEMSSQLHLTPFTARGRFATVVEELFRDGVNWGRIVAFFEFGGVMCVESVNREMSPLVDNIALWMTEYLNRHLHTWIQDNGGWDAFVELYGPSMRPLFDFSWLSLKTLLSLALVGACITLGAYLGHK
RGS8-Gao reg: regulators of human RGS8-Galphao interaction; multiplexed bead flow cytometry, RGS8-Galphao binding; actives lie on both sides; response (percent of control binding), % at 10 µM; 220,000 compounds, 0.34% hits; in the data active = response below about 60% or above about 140%; inactive = in between;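 note: Galphao activated as the GDP aluminium fluoride complex binding bead-coupled RGS8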
Bcl-W Bim block: disrupts Bim peptide binding to human Bcl-W. bead-based flow cytometry. inhibition, % at 10 µM. 190,000 compounds, 0.02% hits;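 note: 0% = bound tracer without compound and 100% = peptide blocker; higher means less fluorescent Bim peptide bound to Bcl-W beads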
Target sequence (Q92843 whole entry, looked up): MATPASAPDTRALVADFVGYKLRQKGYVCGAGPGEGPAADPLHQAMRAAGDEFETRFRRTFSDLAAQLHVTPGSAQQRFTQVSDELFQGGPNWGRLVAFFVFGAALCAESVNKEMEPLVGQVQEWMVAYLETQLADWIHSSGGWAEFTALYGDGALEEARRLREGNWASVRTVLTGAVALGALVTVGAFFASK
An asterisk follows results filed as active; ? = inconclusive; nt = no result given. Cut-off read from the data, not from the text of the source, unless noted: active = inhibition above about 40%.

SMILES	RGS4-Gao reg	Bim-Bcl-XL	ABCG2 inh	Bfl-1 Bim block	Bim-Bcl-B	GSH bead fluor	ABCB1 inh	RGS7-Gao	Bim-Bcl-2	RGS8-Gao reg	Bcl-W Bim block
Cc1ccccc1NC(=S)NN1CCN(C)CC1	100	-1	1	-2	-5	29	0.5	98	-1	102	0
CSCc1cc(N2CCCC2)nc(-c2ccccc2)n1	106	-3	3	-4	-2	7	0.1	104	-5	104	-2
Cc1ccc(CSc2ccc(-c3ccc4c(c3)OCO4)nn2)cc1	103	-5	-3	-15	-9	16	-0.1	105	-8	103	-3
C=CCN1C(=O)/C(=C\c2ccco2)C(C(=O)OC)=C1C	97	-7	9	0	-12	6	0.3	90	-3	96	-4
CC1=NN(c2ccccc2)C(=O)C1C(=O)c1ccc([N+](=O)[O-])cc1 (stereo not drawn)	99	-2	2	-5	-3	9	0.5	99	-1	100	-2
CCCOc1ccc(-c2nc[nH]c2[N+](=O)[O-])cc1	98	-6	0	0	-1	10	-0.2	101	-3	102	-4
Cc1cccc(C)c1C(=O)N[C@@H](Cc1ccccc1)C(=O)O	79	-5	5	-5	-5	20	0.9	69	-7	101	-1
Cc1ccc(-n2c(C)c3c(C)nnc(C)c3c2C)cc1N	103	-3	2	-3	3	20	0.5	104	-3	98	0
Cc1cc2ccccn2c1C(=O)c1ccc(Cl)c([N+](=O)[O-])c1	98	0	14	-2	-2	11	2.2	?	0	99	0
Cc1occc1C(=O)NNC(=O)c1ccccc1C(=O)O	105	-3	0	-2	0	22	-0.2	105	-3	102	-1
CN=C(NC)SC1CC(=O)N(c2ccccc2)C1=O (stereo not drawn)	101	-4	12	0	-4	30	0.2	97	0	100	-5
COc1ccc(NC(=O)NNc2cc(N3CCOCC3)nc(N3CCOCC3)n2)cc1	100	-1	2	-5	-2	12	0.5	?	-1	100	-1
CC(=O)Nc1ccc(Br)cc1C(=O)C(=O)O	100	12	8	8	8	9	0.6	100	9	98	9
O=C(CN1CCC(O)(c2ccc3c(c2)OCO3)CC1)OC1CCCCC1	104	-19	1	-15	-10	28	0.2	105	-10	105	0
CCOC(=O)c1sc2nc(C3CC3)cc(-c3ccc(OC)cc3)c2c1N	103	0	4	-3	0	10	0.5	102	0	101	-1
COC(=O)COc1cccc(/C=N/NC(=O)CCSc2ccccc2)c1	101	-5	3	-6	0	22	0.6	98	-1	104	0
CCC(=O)Nc1ccc(NC(=O)C23CC4CC(CC(C4)C2)C3)cn1	100	-5	1	-18	-8	22	-0.9	105	-9	108	0
COc1ccc(S(=O)(=O)N(C)CC(=O)N2CCCC2)cc1Cl	100	-1	6	3	2	20	1.3	98	1	97	0
COc1ccc(C(C)=O)cc1COC(=O)Cn1cnc2ccccc2c1=O	99	0	7	-15	-6	35	1.3	101	-11	102	0
O=C(Cc1cccc2ccccc12)N/N=C/c1ccc(F)cc1	99	0	0	-12	-2	7	-0.1	99	-8	100	5
CC(NC(=O)C1CC=CCC1C(=O)O)C1CC2CCC1C2 (stereo not drawn)	93	0	3	-2	2	13	0.3	95	-2	96	0
C=CCNC(=S)NC(=O)c1ccc(C)c(Br)c1	101	0	8	0	-3	24	0.0	93	0	101	-1
COc1ccc(CCNC(=O)CCCOc2ccc(C)cc2)cc1OC	96	0	4	6	-4	10	0.1	104	-1	95	0
COc1ccc(-n2c(=S)[nH]c3cc(C(=O)NCCCN4CCCC4=O)ccc3c2=O)cc1	97	-4	1	-2	-7	18	0.2	98	-7	101	-2
O=C(COc1cc(Cl)c(Cl)cc1Cl)N1CCN(c2ccccn2)CC1	106	3	3	-2	-2	12	0.2	112	-1	101	1
CCOc1ccc(C(=O)NC(=S)Nc2ccccn2)cc1[N+](=O)[O-]	99	-4	7	-5	-4	10	0.7	102	-3	102	-2
Cc1ccc(S(=O)(=O)N2CCCCC2C(=O)N2CCN(c3ccccc3F)CC2)cc1 (stereo not drawn)	101	0	2	-1	-4	12	1.3	95	-4	100	0
CCOCCCNC(=O)/C(C#N)=C/c1ccccc1F	103	-2	2	-4	-1	14	0.5	?	1	100	0
O=C(O)c1ccc(Cl)c(S(=O)(=O)Nc2ccccc2N2CCOCC2)c1	102	-4	-7	-5	-4	18	-2.2	103	-7	115	-3
O=C(NC(=S)Nc1ccc2ncccc2c1)c1ccccc1	95	-5	3	-5	-5	15	0.3	?	-5	96	-3
COc1ccccc1C1c2[nH]c3ccccc3c2CCN1Cc1cnc(C)s1 (stereo not drawn)	99	3	0	4	2	14	0.3	99	7	97	7
COc1cccc2c(=O)n(CC(=O)Nc3ccc(F)cc3)ccc12	97	0	0	0	-1	15	0.1	94	-2	101	-2
O=C(Nc1ccc(Cc2ccc(NC(=O)C3CC3)c(O)c2)cc1O)C1CC1	103	0	2	-13	-8	41	0.3	102	-8	100	-3
O=C(NCCc1ccccc1)C(c1ccncc1)N(C(=O)c1csnn1)C1CC1 (stereo not drawn)	nt	-5	0	0	-3	18	-0.3	nt	1	nt	-3
CSc1nc2nc3c(cc2c(=O)[nH]1)C(O)Oc1ccc(C)cc1-3 (stereo not drawn)	98	-3	2	-3	0	16	0.3	101	0	99	-2
Cc1ccc(NC(=O)CCC(=O)NNC(=O)/C=C/C(=O)O)c(C)c1	107	-5	-23	0	-1	10	-3.3	103	4	101	-5
COc1cccc2c1N1C(=O)c3c(C(=O)O)cccc3C1CC2(C)C (stereo not drawn)	100	0	0	-9	-5	32	0.1	101	-7	102	5
O=C(O)c1ccccc1-c1nc2ccccc2c(=O)[nH]1	103	-7	0	-14	-34	43	-0.3	103	-19	100	3
Cc1cc(C)nc(Nc2ccc(N3CCOCC3)cc2)n1	99	-4	10	-17	-1	24	0.9	100	-8	100	0
Cc1ccc2nc(-c3ccc(SCC(=O)Nc4nc(C)cs4)nc3)[nH]c2c1	97	-9	5	-2	-8	9	nt	95	-3	97	-7
O=C(Nc1ccc(NC(=O)C2CC2)nc1)c1ccco1	98	-3	13	0	-2	29	5.7	102	-2	100	-5
NC(=O)C1=C[C@@H](c2ccc(Br)cc2)C[C@@H](OCc2ccc(CO)cc2)O1	97	-1	6	-3	-3	17	0.7	93	-2	99	0
Cc1cccc(Nc2nnc(SCC3CCCCO3)s2)c1 (stereo not drawn)	101	-7	1	0	-6	18	-0.2	108	-1	101	-4
CCN1C/C(=C\c2cccc(C)c2)c2nc3ccccc3c(C(=O)O)c2C1	104	-14	2	-10	-14	36	0.5	105	-13	101	0
CC(=O)Nc1ccc(NC(=O)Cn2cc3c(n2)CCC(C)C3)cc1 (stereo not drawn)	103	-7	0	-7	-4	23	0.4	100	-5	101	-2
CSC1=NCCN1S(=O)(=O)c1ccc(C)cc1	93	-2	0	-2	-3	13	0.0	91	-2	98	-4
Cc1ccc(-c2nc(-c3ccc(Cl)cc3)sc2CC(=O)O)c(C)c1	103	-3	5	-6	-3	15	0.3	103	-5	105	-6
O=C(Nc1ccccc1C(=O)N1CCN(Cc2ccccc2)CC1)c1ccccn1	106	-4	7	-18	-9	31	2.7	100	-10	100	-1
O=C(NCc1ccco1)c1cc(C(=O)C2CCCCC2)c[nH]1	103	-3	1	-9	-4	16	0.0	97	-3	103	1
COc1cccc(C(=O)NC(=S)Nc2ccc(N(C)C)cc2)c1	99	-7	0	-5	-7	10	-0.2	107	-5	103	-5
c1ccc(-c2nc(-n3ccnc3)nc(-n3ccnc3)n2)cc1	92	-2	8	-3	-5	14	1.6	93	-5	94	-4
CCCCN1C(=O)/C(=C2\SC(N3CCCCC3)=NC2=O)c2ccccc21	101	-4	13	-9	-12	52	2.7	110	-9	99	0
O=C(CSc1nnc(-c2ccccc2O)o1)N1CCc2ccccc2C1	98	0	5	-4	2	55	0.4	96	0	101	0
Cc1ccc(C(=O)Nc2nc(C(C)(C)C)cs2)s1	104	0	13	-10	-5	40	0.1	102	-8	103	2
Cc1cc(C(=O)OC2CCOC2=O)c2ccccc2n1 (stereo not drawn)	109	-1	3	-12	-11	10	0.1	102	-2	107	-1
Cc1ccc(C(=O)OC2CCCN(C)C2)cc1 (stereo not drawn)	101	-1	0	-1	-3	12	0.2	99	8	102	1
COc1ccc(OC)c(NC(=O)CSc2ccc3ccccc3c2)c1	103	3	9	1	-1	33	-2.2	104	-1	110	2
Cc1ccc(OCC(=O)Nc2cccc(C)n2)c(C)c1	100	-4	6	-10	-4	30	0.3	97	-10	104	-2
O=C(C1COc2ccccc2O1)N1CCOCC1 (stereo not drawn)	105	-6	-4	-8	-10	30	-3.1	100	-6	100	-4
COc1ccccc1OCCC(=O)OCC(=O)NCc1ccccc1	102	-2	12	-1	-7	16	0.3	100	-4	102	-5

(list continues)
SMILES	RGS4-Gao reg	Bim-Bcl-XL	ABCG2 inh	Bfl-1 Bim block	Bim-Bcl-B	GSH bead fluor	ABCB1 inh	RGS7-Gao	Bim-Bcl-2	RGS8-Gao reg	Bcl-W Bim block
CCOC(=O)N1N=C(c2ccccc2)CC1(O)C(F)(F)F (stereo not drawn)	98	0	3	-2	-2	9	0.1	101	-1	100	-1
COCCN(C(=O)CCC(=O)Nc1cccnc1)C(C(=O)NC1CCCCC1)c1ccccc1 (stereo not drawn)	97	0	2	-1	-4	19	1.2	96	-3	99	-3
Nc1ccc2nn(-c3ccccc3)nc2c1	99	0	0	4	-4	12	0.2	93	1	95	-2
COc1ccc(-n2c(=S)[nH]c3cc(C(=O)O)ccc3c2=O)cc1	102	-4	2	-3	-7	21	0.3	99	1	104	-4
Cc1cc(C)nc(-n2nc(C)cc2NC(=O)CNC2CCCCC2)n1	97	-8	43	-16	-9	27	6.5	97	-13	99	-3
C=C(C)C(=O)NC1=NN(c2ccccc2)C(=O)C1	94	-3	2	-8	-9	13	0.3	94	-9	100	-2
CC1C(=O)CCN(C(C)C)C1C (stereo not drawn)	105	0	2	-7	-2	15	0.2	100	-3	104	1
Cc1cc(OCC(=O)NC(C)C)ccc1Cl	95	-4	-2	-3	-4	9	-1.0	89	-1	96	-3
CC(C)NC(=O)NC1C2CC3CC(C2)CC1C3 (stereo not drawn)	100	0	1	-9	-4	13	0.1	101	-5	103	1
CC(C)CNC(=O)c1cccc(NC(=O)CSc2ccc(Cl)cc2)c1	102	-10	7	-3	-8	9	0.4	104	-6	103	-4

2 of these compounds in another layout:
CC1C(=O)CCN(C(C)C)C1C (stereo not drawn)
  RGS4-Gao reg: 105
  Bim-Bcl-XL: 0
  ABCG2 inh: 2
  Bfl-1 Bim block: -7
  Bim-Bcl-B: -2
  GSH bead fluor: 15
  ABCB1 inh: 0.2
  RGS7-Gao: 100
  Bim-Bcl-2: -3
  RGS8-Gao reg: 104
  Bcl-W Bim block: 1
Cc1cc(C)nc(-n2nc(C)cc2NC(=O)CNC2CCCCC2)n1
  RGS4-Gao reg: 97
  Bim-Bcl-XL: -8
  ABCG2 inh: 43
  Bfl-1 Bim block: -16
  Bim-Bcl-B: -9
  GSH bead fluor: 27
  ABCB1 inh: 6.5
  RGS7-Gao: 97
  Bim-Bcl-2: -13
  RGS8-Gao reg: 99
  Bcl-W Bim block: -3
